SENP8 block-1 = human SENP8 protease inhibitors, primary screen, biochemical, fluorescence, Nedd8 protein substrate, uHTS; hit rate 0.64% among 360,000; recombinant SENP8; Sentrin-specific protease 8 (Homo sapiens), Q96LD8; inhibition, % at 20 µM; AID 602440, 2012; in the data active = inhibition mostly above about 40%, no sharp cut-off; inactive = mostly below about 27%
SENP7 inh = SENP7 protease inhibitors, primary screen, biochemical, luminescence, uHTS | Sentrin-specific protease 7 (Homo sapiens), Q9BQF6 | recombinant SENP7, Z-RLRGG-aminoluciferin luminescence, 40 min | inhibition, % at 5 µM | hit rate 1.5% among 330,000 | AID 434973, 2010;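 active = inhibition above about 50% at the single test dose, limit read from the data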;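 note: plate controls were DMSO with enzyme for no effect and no enzyme buffer wells for full effect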
Target sequence (Q9BQF6 706-1050 limits assumed): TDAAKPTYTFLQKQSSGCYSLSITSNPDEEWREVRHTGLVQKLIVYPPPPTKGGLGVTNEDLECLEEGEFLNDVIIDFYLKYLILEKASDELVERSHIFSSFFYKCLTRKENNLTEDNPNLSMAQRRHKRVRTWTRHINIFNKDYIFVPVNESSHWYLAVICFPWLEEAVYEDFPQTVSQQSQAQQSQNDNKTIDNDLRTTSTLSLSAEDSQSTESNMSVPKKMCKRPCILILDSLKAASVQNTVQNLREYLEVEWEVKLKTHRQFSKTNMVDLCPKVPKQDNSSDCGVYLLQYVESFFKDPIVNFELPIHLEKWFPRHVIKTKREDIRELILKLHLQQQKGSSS
PfG6PD inh = PfG6PD enzyme inhibitors, primary screen, biochemical, fluorescence intensity, uHTS; hit rate 0.78% among 350,000; inhibition, % at 20 µM; glucose-6-phosphate dehydrogenase-6-phosphogluconolactonase (Plasmodium falciparum 3D7); PfGluPho enzyme, NADPH resazurin-diaphorase fluorescence;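 active = inhibition reaching at least a set limit at 20 µM in the primary screen, cut at about 59% in these data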;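 note: 0% = DMSO wells with substrate and 100% = DMSO wells lacking glucose-6-phosphate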
SENP1 inh = human SENP1 catalytic domain inhibitors, primary screen, biochemical, FRET, uHTS; inhibition, % at 10 µM; recombinant SENP1 catalytic domain, CyPet-SUMO1-YPet FRET cleavage; hit rate 0.21% among 360,000; Sentrin-specific protease 1 (Homo sapiens), Q9P0U3;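 active = inhibition at least 30% at 10 µM, raw YFP signal under a set limit, fluorescence ratio 0.5 to 1.5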;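 note: 0% = enzyme with DMSO and 100% = no enzyme wells; some results filed as inactive read as strong as hits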
Target sequence (Q9P0U3 419-644 limits assumed): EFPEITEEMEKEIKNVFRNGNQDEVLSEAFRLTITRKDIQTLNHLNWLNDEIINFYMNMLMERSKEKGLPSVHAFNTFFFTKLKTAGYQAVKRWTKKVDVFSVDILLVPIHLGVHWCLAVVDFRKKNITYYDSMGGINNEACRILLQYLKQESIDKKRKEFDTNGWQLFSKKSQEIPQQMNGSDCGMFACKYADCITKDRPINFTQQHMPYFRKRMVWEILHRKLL
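Material: hSENP1 catalytic domain, recombinant; medium: Tris pH 8 with BME, BSA, NP40 and catalase; compound: single concentration of 10 µM compound, 0.5% DMSO final; technique: FRET read of cyan and yellow fluorescence; timing: 50 min enzyme reaction, room temperature, light-protected; reagent: SFCypet-SUMO1-SFYpet substrate at 25 nM; control set: no-enzyme low, enzyme-DMSO high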
HKDC1 inh = HKDC1 hexokinase inhibitors, primary screen, biochemical, fluorescence, uHTS; Q2TB90; recombinant HKDC1, G6PDH/diaphorase resazurin coupled fluorescence; inhibition, % at 20 µM; hit rate 0.16% among 340,000; AID 493160, 2011;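 active = inhibition above about 35% when tested at 20 µM, limit read from the data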;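 note: plate controls were DMSO wells with enzyme for no effect and DMSO wells lacking enzyme for full effect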
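Material: recombinant HKDC1 hexokinase; Amount: HKDC1 at 5 µg/mL; Medium: Tris pH 8.0 buffer with MgCl2, Tween-20, BSA, BME; Schedule: 90 min reaction incubation at room temperature, dark; Technique: coupled resazurin fluorescence, excitation 525 nm, emission 613 nm.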
SENP6 inh = SENP6 protease inhibitors, primary screen, biochemical, luminescence, uHTS; Recombinant SENP6 catalytic domain, aminoluciferin luminescence; inhibition, % at 10 µM; hit rate 1.8% among 330,000;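 active = inhibition above about 50% at the single tested dose, limit read from the data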;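 note: plate controls were DMSO wells with enzyme for no effect and DMSO wells lacking enzyme for full effect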
Target sequence (Q9GZR1 628-1112 limits assumed): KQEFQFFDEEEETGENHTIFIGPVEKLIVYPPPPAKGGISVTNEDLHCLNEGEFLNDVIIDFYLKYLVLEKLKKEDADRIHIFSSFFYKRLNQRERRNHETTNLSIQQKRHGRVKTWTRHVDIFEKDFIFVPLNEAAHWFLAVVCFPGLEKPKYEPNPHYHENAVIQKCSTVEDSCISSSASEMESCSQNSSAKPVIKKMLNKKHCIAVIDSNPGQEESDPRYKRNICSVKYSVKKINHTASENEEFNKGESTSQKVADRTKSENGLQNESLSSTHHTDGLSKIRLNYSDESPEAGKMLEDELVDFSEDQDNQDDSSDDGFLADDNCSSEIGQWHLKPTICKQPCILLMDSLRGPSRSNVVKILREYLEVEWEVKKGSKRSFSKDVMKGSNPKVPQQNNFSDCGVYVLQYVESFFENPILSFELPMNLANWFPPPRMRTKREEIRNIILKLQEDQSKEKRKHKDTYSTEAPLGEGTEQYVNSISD
Apaf1 inhib = inhibitors of human Apaf-1 apoptosome, primary screen, biochemical, DEVD-Rh110 fluorescence, uHTS; Apoptotic protease-activating factor 1 (Homo sapiens), O14727; reconstituted apoptosome caspase-3 activity; inhibition, % at 20 µM; hit rate 0.71% among 330,000; active = inhibition of at least 40% at 20 µM;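 note: plate controls were DMSO wells for no effect and DEVD-CHO caspase inhibitor wells for full effect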
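Material: reconstituted apoptosome with Apaf-1, cytochrome c, caspase-9, procaspase-3, dATP. Technique: Rh110 fluorescence intensity. Buffer or medium: pH 7.5 Hepes buffer with CHAPS, BSA, DTT. Times: 30 min plus 50 min, RT.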
SENP8 block-2 = SENP8 protease inhibitors, primary screen, biochemical, luminescence | inhibition, % at 10 µM | purified SENP8, Z-RLRGG-aminoluciferin cleavage | hit rate 1.2% among 330,000 | Sentrin-specific protease 8 (Homo sapiens), Q96LD8 | AID 2540, 2010; in the data active = inhibition above about 50%
Numbers without * were called inactive; . = not tested or not shown.

SMILES | SENP8 block-1 | SENP7 inh | PfG6PD inh | SENP1 inh | HKDC1 inh | SENP6 inh | Apaf1 inhib | SENP8 block-2
Cc1c(C)n(Cc2ccccc2)c2ncnc(NN)c12 | -56 | -3 | 3 | 0 | 1 | 5 | 3 | 4
Cc1ccc(C)c(OCCC(=O)Nc2cc(S(=O)(=O)N3CCCCC3)ccc2C)c1 | 5 | -7 | 27 | 2 | -3 | -23 | 15 | -8
CCC1Sc2ccc(S(=O)(=O)N3CCN(c4ccccc4)CC3)cc2NC1=O (stereo not drawn) | 6 | 1 | 12 | 0 | 2 | -14 | 11 | -4
CSC1=N/C(=C\c2ccccc2)C(=O)N1C | -229 | 0 | -8 | -6 | -10 | -2 | -15 | -2
CCOC(=O)c1ccc(N2C(=O)c3n[nH]c(C)c3C2c2ccc(O)cc2)cc1 (stereo not drawn) | 19 | 5 | -16 | 1 | 10 | 0 | 8 | 0
Cn1cc(Br)c(C(=O)NNC(=O)c2ccc(Cl)cc2)n1 | 4 | -2 | -3 | 2 | -7 | -18 | 6 | -18
O=C(COC(=O)c1cc(=O)[nH]c2ccccc12)Nc1ccc(F)cc1 | -193 | 0 | 6 | 4 | -3 | 2 | 1 | -6
CC(=O)N1c2ccccc2C2(C)C(C1(C)C)C2(Cl)Cl (stereo not drawn) | 17 | -4 | 8 | 2 | 2 | 3 | 5 | 4
CS(=O)(=O)c1cccc(C(=O)NCc2ccc(F)cc2)c1 | 8 | -6 | 8 | 1 | 3 | -24 | 5 | -1
Cn1c(SCC(=O)c2ccc(F)cc2)nc2cccnc21 | 19 | -3 | 11 | -1 | -4 | 8 | -3 | 3
COc1cccc(NC(=O)CNC(=O)[C@@H]2Cc3ccccc3CN2C(=O)OC(C)(C)C)c1 | 8 | 2 | 8 | 1 | -5 | 6 | 5 | 6
Oc1ccccc1C1CC(c2cccs2)=NC(c2ccc(Cl)cc2)N1 (stereo not drawn) | -334 | 5 | -6 | -44 | -3 | 0 | 12 | -6
Cc1ccccc1OCCCCCCN1CCNCC1 | 24 | 4 | 9 | 0 | -2 | 3 | 6 | 8
O=C1CCN(C(=O)c2ccc(Cl)cc2)N1 | 10 | -9 | 0 | 1 | -11 | -9 | -2 | -2
CC(C)(C)C1CCC2(CC1)SCC(=O)N2c1ccccc1 (stereo not drawn) | 4 | -2 | 8 | 1 | 0 | -40 | -9 | -3
CC12CC(NC(=O)N1c1cccc(C(=O)N3CCN(c4ccccn4)CC3)c1)c1ccccc1O2 (stereo not drawn) | 12 | -5 | -10 | 0 | -2 | -35 | 2 | 1
CCCNC(=O)c1ccc(N2CCC3(CC2)CC(c2ccccc2)=NO3)c(NC(=O)c2cccc(OC)c2)c1 | -13 | 0 | 6 | -3 | 4 | -6 | 8 | -1
Cc1ccc(-c2csc(=S)n2CC(=O)OCC(=O)NCc2ccc(F)cc2)cc1 | . | 4 | . | . | . | -15 | 9 | 4
CC(=O)c1ccc(OCCn2c(SCC(=O)O)nc3ccccc32)cc1 | 23 | -3 | -10 | -3 | -7 | 0 | -15 | 3
C=CCOC(=O)/C(=C\c1cccc2ccccc12)NC(=O)c1ccccc1 | -4 | 3 | -8 | 3 | -4 | 14 | 1 | 2
O=C(CN(CC1CCCO1)C(=O)CCC(=O)Nc1nccs1)NCc1ccccc1 (stereo not drawn) | 16 | 0 | -8 | 0 | -4 | 0 | -4 | 1
Nc1c(C(=O)Nc2ccc3c(c2)OCCO3)nnn1Cc1cccc(Cl)c1 | 4 | 50 | . | 1 | . | 21 | 20 | -6
CC(NC(=O)CSc1n[nH]c(N)n1)c1ccccc1 (stereo not drawn) | 2 | -4 | -1 | 1 | -4 | 9 | 0 | 1
CCn1c2ccccc2c2cc(/C=N/NC(=O)c3cc(O)cc(O)c3)ccc21 | -398 | 0 | 41 | -1 | -8 | -9 | 27 | -4
O=C(C(=O)N1CCN(c2ccc([N+](=O)[O-])cc2)CC1)c1cn(CC(=O)N2CCOCC2)c2ccccc12 | 19 | -3 | 16 | -8 | 3 | -2 | -1 | 1
CCOc1ccccc1C(=O)NCC(=O)OCC(=O)NCCc1ccc(S(N)(=O)=O)cc1 | 5 | 2 | -7 | 1 | 1 | -3 | -11 | -6
COc1ccccc1CCNC(=O)CSc1ccc(-c2cccs2)nn1 | 4 | 5 | 12 | 2 | 1 | -5 | -4 | -3
CCCCN1CCNC[C@H]1Cc1ccc(O)cc1 | 20 | 0 | 3 | 1 | -5 | 10 | -11 | 6
CN1CCN(/C=C2\SC(=S)NC2=O)CC1 | 3 | -1 | 0 | 1 | -7 | -2 | -3 | 4
COc1ccccc1-n1nnnc1SCC(=O)NCC1(N2CCCCC2)CCCCC1 | 14 | . | 11 | -4 | -2 | . | . | .

Reformatted as labelled records: 4 of the compounds above
SMILES: CS(=O)(=O)c1cccc(C(=O)NCc2ccc(F)cc2)c1
  SENP8 block-1 = 8 | SENP7 inh = -6 | PfG6PD inh = 8 | SENP1 inh = 1 | HKDC1 inh = 3 | SENP6 inh = -24 | Apaf1 inhib = 5 | SENP8 block-2 = -1
SMILES: Cn1c(SCC(=O)c2ccc(F)cc2)nc2cccnc21
  SENP8 block-1 = 19 | SENP7 inh = -3 | PfG6PD inh = 11 | SENP1 inh = -1 | HKDC1 inh = -4 | SENP6 inh = 8 | Apaf1 inhib = -3 | SENP8 block-2 = 3
SMILES: COc1cccc(NC(=O)CNC(=O)[C@@H]2Cc3ccccc3CN2C(=O)OC(C)(C)C)c1
  SENP8 block-1 = 8 | SENP7 inh = 2 | PfG6PD inh = 8 | SENP1 inh = 1 | HKDC1 inh = -5 | SENP6 inh = 6 | Apaf1 inhib = 5 | SENP8 block-2 = 6
SMILES: Oc1ccccc1C1CC(c2cccs2)=NC(c2ccc(Cl)cc2)N1 (stereo not drawn)
  SENP8 block-1 = -334 | SENP7 inh = 5 | PfG6PD inh = -6 | SENP1 inh = -44 | HKDC1 inh = -3 | SENP6 inh = 0 | Apaf1 inhib = 12 | SENP8 block-2 = -6

The results go on:
SMILES | SENP8 block-1 | SENP7 inh | PfG6PD inh | SENP1 inh | HKDC1 inh | SENP6 inh | Apaf1 inhib | SENP8 block-2
CCn1c(SCC(=O)NC2CC2)nnc1-c1ccc(OC)cc1 | 4 | 4 | 17 | -1 | -14 | -5 | 6 | 10
Cc1cccc(NC(=O)N2CCN(Cc3ccc(Cl)cc3)CC2)c1 | 16 | 0 | -26 | 3 | -8 | -5 | -4 | 7
O=C(NC1CC1)C1CCCN(C(=O)NC2CCCCC2)C1 (stereo not drawn) | 0 | -11 | 5 | -1 | -11 | -5 | -3 | -1
O=C(COC(=O)CNS(=O)(=O)c1ccc(Cl)cc1)NC1CCCCC1 | 8 | -5 | -3 | 3 | 0 | -11 | -6 | -7
CNC(=O)c1[nH]cnc1C(=O)Nc1ccc(Cl)cc1 | -71 | 5 | 18 | 0 | -3 | -4 | -22 | 1
O=C(NCc1cccnc1)c1nc(-c2cccs2)no1 | 15 | -7 | -6 | 2 | 1 | -8 | -2 | -3
FC(F)Oc1ccc(N=C2SCC3CCCCN23)cc1 (stereo not drawn) | 0 | 0 | 3 | -2 | 3 | 19 | 13 | -7
COc1ccc(S(=O)(=O)N2CCc3ccccc32)cc1C(=O)Nc1cccnc1 | -4 | -1 | -4 | 0 | 1 | -15 | 6 | -4
CCC(C)NC(=O)COC(=O)c1cc([N+](=O)[O-])ccc1Sc1nc(C)cs1 (stereo not drawn) | 26 | 3 | 11 | 2 | -5 | 3 | 7 | 1
Cc1ccc(C(=O)CN2C(=O)C(=O)N(Cc3ccccc3)C2=O)cc1 | 0 | 1 | -14 | -1 | -11 | -12 | -7 | 10
Cc1ccc(S(=O)(=O)NC(CC(C)C)C(=O)N2CCCCCCC2)cc1 (stereo not drawn) | -36 | -11 | 4 | 0 | 2 | -3 | 13 | 1
CC(NC(=O)CN(c1ccc(Br)cc1)S(C)(=O)=O)c1ccccc1 (stereo not drawn) | 7 | 1 | -7 | -1 | -3 | -6 | 1 | -6
CCCCN(C)C(=O)CCCCn1c(=O)[nH]c2cc(OCC)c(OCC)cc2c1=O | -77 | -15 | 1 | 0 | 4 | -16 | 12 | -5
Cc1ccc(N(CC(=O)NCc2ccco2)C(=O)CCC(=O)Nc2nccs2)cc1 | 24 | -13 | -12 | 0 | 10 | -14 | -10 | -6
CC(NS(=O)(=O)c1ccccc1)C(=O)Nc1ccc2c(c1)OCCO2 (stereo not drawn) | 2 | 0 | 4 | -1 | 9 | 17 | -2 | 1
O=C(Nc1cccc(Cl)c1)c1nc[nH]c1C(=O)NCCCNC(=O)c1[nH]cnc1C(=O)Nc1cccc(Cl)c1 | 2 | -1 | 12 | 8 | 7 | -9 | -6 | 4
C=C1C[C@H](O)[C@@H]2[C@H](OC(=O)[C@H]2C)[C@H]2[C@H](C)[C@@H](O)C[C@@H]12 | 14 | 2 | 5 | 1 | 1 | -1 | 1 | -3
CC(NC(=O)Nc1ccc(F)cc1)c1ccc2c(c1)OCO2 (stereo not drawn) | 5 | -3 | 17 | 0 | -4 | -2 | -71 | 5
CN(C)c1ccc(/C=N/O)cc1 | -115 | -4 | 13 | 2 | -3 | -11 | -9 | -10
O=c1oc2cc(S(=O)(=O)NCCCO)ccc2c2ccc(S(=O)(=O)NCCCO)cc12 | 11 | -2 | 2 | -27 | 2 | -13 | 5 | -9
CC1(c2ccccc2)NC(=O)N(CC(=O)Nc2cc(Cl)ccc2N2CCOCC2)C1=O (stereo not drawn) | 8 | -7 | -1 | 3 | -4 | -15 | 18 | -4
S=c1[nH]c(-c2ccccc2)cn1-c1ccccc1 | 7 | 11 | 53 | 1 | 2 | 11 | 3 | 2
O=C(CSc1nccn1-c1ccccc1)NO | 23 | 2 | 8 | 3 | -3 | 1 | -17 | 0
CCC(C)(C)NC(=O)CCCSc1nc2ccccc2[nH]1 | 16 | -2 | -1 | 0 | -2 | 14 | -14 | 2
O=C(COC(=O)C1CC1)Nc1nc(-c2ccc(F)c(F)c2)cs1 | 8 | 3 | -5 | 0 | -4 | 2 | 7 | -3
COc1ccccc1-n1c(SCC(=O)N2CCOCC2)nc2ccccc2c1=O | 2 | -11 | -2 | 1 | -4 | -6 | 0 | -8
C#Cc1cccc(-n2nnc(C(=O)OC)c2-c2ccccc2)c1 | 14 | -13 | -13 | -1 | 4 | -5 | 13 | -8
N#Cc1ccc(OC(=O)c2cnccn2)cc1 | 2 | 5 | -3 | 1 | -2 | -10 | 2 | 7
COC(=O)c1ccc(C(=O)OC)c(NC(=S)N2CCCCC2)c1 | -260 | 7 | -7 | -69 | 6 | -4 | -15 | -4
CSCCC(=O)N1CCCC(CO)(CCCc2ccccc2)C1 (stereo not drawn) | 5 | 2 | -5 | 0 | 2 | 7 | 5 | 10
COC(=O)C1C2C=CC(C3CC23)C1C(=O)OCC(=O)c1ccc(OC)cc1 (stereo not drawn) | 14 | -3 | 0 | 3 | -9 | -6 | -2 | -16
CC1CCc2c(sc3ncnc(SCC(=O)c4ccccc4)c23)C1 (stereo not drawn) | 21 | -12 | -20 | 1 | -4 | -15 | 16 | -8
CNc1cc(C)nc(-n2nc(C)cc2C)n1 | 9 | -1 | -7 | 1 | 0 | 2 | 0 | 6
